INS-1E GSIS act – GLuc luminescence reporter in INS-1E cells, primary screen for activators of glucose-dependent secretion of insulin; AID 743287, 2014; activation, % at 16.6 µM; actives 0.61% (n = 370,000); INS-1E GLuc reporter insulin secretion, 2-3 h;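 active = lowest replicate activation of at least 40%, so every replicate reaches that level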;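 also: 0% = median of neutral control wells and 100% = median of IBMX positive control wells; some compounds called inactive have numbers as strong as hits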
F508del corr – F508del CFTR correction, initial screen, CFBE line, single point. activity (quench increase), % at 7.58 µM. CFBE cells, YFP halide quenching; stimulated with forskolin plus potentiator P3; % fluorescence drop versus neutral controls. actives 0.36% (n = 350,000);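 active = mean added fluorescence quench of at least 8% versus neutral control, with both replicates also reaching 8%; inconclusive = only one of the mean or replicate conditions met; inactive = mean below 8% and not both replicates reaching 8%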;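 also: cells transiently co-express mutant CFTR-F508del with the halide-sensitive YFP; corrector assay measuring rescue of mutant channel to the surface after 24 h compound exposure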
EWS-Fli block – EWS/Fli-driven NR0B1 reporter inhibitors, primary screen, A673 cells, NR0B1 luciferase, luminescence, MLPCN library | inhibition, % at 12.6 µM | actives 0.67% (n = 350,000) | viability-normalised;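 active = mean inhibition of at least 50% after viability correction, with every replicate also passing that limit; inconclusive = mean reaches 50% but only one of two replicates passes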;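 also: firefly luciferase signal divided by Alamar Blue viability fluorescence both relative to DMSO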
DENV2 CPE rescue – inhibitors of DENV2 cytopathic effect, primary screen, cell-based, plate reader, single concentration; DENV2-infected cells, cytopathic effect rescue; CPE inhibition, % at 9.99 µM; actives 1.7% (n = 350,000); in the data active = CPE inhibition above about 20%, passing the limit was not always enough; inconclusive = no clear call, values can overlap the other calls; tested in BHK-21 cells;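 also: 0% = median of neutral control wells and 100% = median of positive control wells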
PAX8 reporter – inhibitors of PAX8-driven TPO luciferase reporter, primary screen, RMG-I cells, single concentration; SteadyGlo, 24 h; inhibition, % at 12.6 µM; actives 1.2% (n = 360,000);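 active = mean replicate inhibition at least 60% with every replicate also reaching 60%; inconclusive = only one of the two criteria is met; inactive = mean below 60% and not all replicates reaching 60%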;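 also: luciferase light reporting Pax8 driven TPO promoter activity; plate controls were median of neutral control wells for no effect and mitoxantrone controls for full effect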
FN deposition inh – inhibitors of fibronectin matrix deposition, primary screen, AH1F cells, Alexa488-fibronectin fluorescence, plate reader. actives 0.086% (n = 350,000). AH1F fibroblasts, overnight. inhibition, % at 12.6 µM;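 active = mean inhibition across replicates of 30% or more, regardless of how many single replicates reach that level; inconclusive = mean under 30% yet at least half of replicates reach 30%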;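 also: positive control wells lacked labelled fibronectin entirely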
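Assay system: AH1F fibroblast monolayer, labelled fibronectin deposition. Amount: 10000 cells per well. Also added: labelled fibronectin 24 nM. Compound: single-point pinned compound. Incubation: cell attachment 1 h, compound and FN exposure overnight. Detection: fluorescence after three HBSS washes, excitation 485 nm, emission 525 nm. Read-out: inhibition of fibronectin deposition signal.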
miR-122 sensor – miR-122 Renilla sensor signal increase in Huh7, primary screen, miR-122 inhibitor project, cell-based, single point, plate reader; Huh7 miR-122 Renilla luciferase sensor, 48 h; neutral wells = 0, positive control = 100; activation (reporter increase), % at 12.5 µM; actives 0.3% (n = 340,000);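 active = mean replicate activation score at least 90 and every replicate individually at or above 90; inconclusive = only one of the two criteria met; inactive = neither criterion met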;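 also: higher luciferase means less miR-122 activity so hits act as miR-122 inhibitors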
* = called active by the depositor; ? = inconclusive; · = no result given; [ ] = dose if it differs, or a comment.

SMILES	INS-1E GSIS act	F508del corr	EWS-Fli block	DENV2 CPE rescue	PAX8 reporter	FN deposition inh	miR-122 sensor
CN(C(=O)COC(=O)c1cn(-c2ccccc2)nc1-c1ccccc1)C1CCS(=O)(=O)C1 (stereo not given)	11.7	-1.7	-12.4	0.4	-12.7	-1.3	3.1
CC(CCc1ccccc1)NC(=O)Cc1cccs1 (stereo not given)	7.3	-2.6	9.6	-1.0	-5.8	-16.4	·
COc1cc(C(C)=O)ccc1Oc1ncnc2c1cnn2-c1cccc(Cl)c1	·	-1.3	-4.6	-11.7	41.6	-11.0	-4.3
Cc1ccnc(NC(c2ccccn2)c2c(C)[nH]c3ccccc23)c1 (stereo not given)	-3.5	1.4	-1.1	0.1	-36.6	3.1	·
O=C(OCC(=O)N1CCOCC1)c1ccc(Cl)cc1[N+](=O)[O-]	5.3	-2.4	-8.0	2.8	0.6	0.2	-7.4
O=C(C[C@H]1C[C@@H]2c3cc(NC(=O)C4CCC4)ccc3O[C@@H]2[C@@H](CO)O1)NCc1ccccn1	-5.3	0.7	-4.8	9.3	14.9	·	-0.3[16.7 µM]
Cc1cc(OC(F)F)ccc1NC(=S)NC1CCCC1	20.6	-0.2	·	3.1	-15.3	·	·
CCCc1cc(=O)oc2c(C)c(OCC(=O)NC3CCN(Cc4ccccc4)CC3)ccc12	6.1	-0.8	23.9	6.2	4.0	4.7	-0.7
O=C(Nc1nc2ccccc2s1)c1ccc(Cl)s1	-3.1	1.4	-81.9	-1.9	-176.7	-5.6	·
Cc1nn(C)cc1NC(=O)C[C@H]1CC[C@H]2[C@H](COc3ccc(NC(=O)C4CCC4)cc3C(=O)N2C)O1	3.6	3.5	-2.7	·	-0.8	-20.0	6.2[16.7 µM]
Cc1cc(C)nc(SCC(=O)NC2=NC(=O)C(C)S2)n1 (stereo not given)	16.4	1.9	0.7	-2.3	·	·	·
CCN(CC)S(=O)(=O)c1cc(OC)ccc1N=Nc1ccc(O)c2ncccc12	14.0	0.2	27.9	4.5	96.3*	19.2	-23.7
Cc1ccc(N2CC(C(=O)NCCS(=O)(=O)N3CCN(c4ccccc4)CC3)CC2=O)cc1 (stereo not given)	-5.0	0.6	-3.2	1.5	4.0	1.9	-5.1
C[C@@H]1CN([C@H](C)CO)C(=O)c2cc(NC(=O)Nc3ccc(F)cc3)ccc2O[C@@H](C)CCCCO[C@@H]1CN(C)C(=O)Cc1ccccc1	-3.1	1.2	1.4	-0.8	1.2	·	-9.5[16.7 µM]
CCc1ccc(/C=C2\SC(=S)N(CCCC(=O)Nc3ccccc3C(=O)O)C2=O)cc1	-6.8	0.2	·	-6.2	-13.9	0.0	·
COc1cccc(S(=O)(=O)N(C)C[C@@H]2Oc3ncc(C#CCC(C)C)cc3C(=O)N([C@H](C)CO)C[C@@H]2C)c1	-0.7	-1.8	-2.3	-5.2	-0.5	·	-2.3[16.7 µM]
CC(C)[C@H](NC(=O)c1c(F)cccc1F)C(=O)Nc1cccc(Br)c1	-1.8	0.0	-0.6	0.9	3.9	-13.6	·
O=C1N/C(=N/N=C/c2ccc(F)cc2)SC1c1ccccc1 (stereo not given)	-12.0	-1.0	6.4	-7.0	-7.7	-17.3	0.5
Cc1cccc(NC(=S)N/N=C/C(C)c2ccccc2)c1C (stereo not given)	0.4	4.3	-9.6	4.8	-11.1	4.0	·
COc1ccc(S(=O)(=O)N(C)C[C@@H]2OCCCC[C@@H](C)Oc3ccc(NC(=O)NC(C)C)cc3C(=O)N([C@@H](C)CO)C[C@@H]2C)cc1	-4.6	-2.8	-6.2	8.5	18.9	·	3.5[16.7 µM]

Compound profiles, from the list above.
Cc1cccc(NC(=S)N/N=C/C(C)c2ccccc2)c1C (stereo not given) in the list: INS-1E GSIS act: 0.4; F508del corr: 4.3; EWS-Fli block: -9.6; DENV2 CPE rescue: 4.8; PAX8 reporter: -11.1; FN deposition inh: 4.0; miR-122 sensor: ·
Cc1ccnc(NC(c2ccccn2)c2c(C)[nH]c3ccccc23)c1 (stereo not given) in the list: INS-1E GSIS act: -3.5; F508del corr: 1.4; EWS-Fli block: -1.1; DENV2 CPE rescue: 0.1; PAX8 reporter: -36.6; FN deposition inh: 3.1; miR-122 sensor: ·

Next records.
SMILES	INS-1E GSIS act	F508del corr	EWS-Fli block	DENV2 CPE rescue	PAX8 reporter	FN deposition inh	miR-122 sensor
CC(=O)N(C)C[C@H]1Oc2ncc(C#C[C@H](C)O)cc2C(=O)N([C@@H](C)CO)C[C@@H]1C	1.2	2.4	-4.2	2.7	·	-0.6	-2.1[16.7 µM]
COc1ccc(OCC2CCNCC2)cc1	0.6	-0.7	-42.6	0.8	-2.1	-1.2	8.9
COc1ccc(C(C(=O)Nc2c(C)cccc2C)n2c(=O)c(-c3ccccc3)nc3ccccc32)cc1 (stereo not given)	1.5	-0.1	-9.7	-3.8	27.5	-9.5	·
C/C=C(/C)C(=O)OC1Cc2c(ccc3ccc(=O)oc23)OC1(C)C (stereo not given)	·	2.2	4.0	3.7	·	·	1.7
COc1ccc(OCc2nnc(SC(C)C(=O)Nc3ccc(N4CCOCC4)cc3)n2C)cc1 (stereo not given)	8.0	0.8	-8.1	-4.2	-3.8	3.1	-11.5
CCN(CC)C1=C(Cl)C(=O)C(Cl)C12OCCO2 (stereo not given)	9.8	-1.9	-2.9	-1.4	12.9	-1.6	2.5
O=C(Nc1ccc(F)cc1)NC1CCN(Cc2c(F)cccc2Cl)CC1	-7.9	0.0	-12.7	18.2	16.0	-9.9	-0.2
CCOC(=O)N[C@H](C(=O)N1CCC[C@H]1C(=O)NC1CCCC1)c1ccccc1	12.1	4.2	4.7	9.3	-3.9	7.6	·
O=C(Cc1ccccn1)N1CC2(C1)[C@H](c1ccccc1)[C@H](CO)N2C(=O)c1ccccc1	6.4	-0.3	0.9	-5.6	·	-1.2	·
COCC#Cc1cnc2c(c1)C(=O)N([C@H](C)CO)C[C@@H](C)[C@@H](CN(C)C(=O)C1CCOCC1)O2	-15.4	-0.1	0.2	-3.8	6.3	-3.9	·
CC(/C=C/c1ccccc1)=N\NC(=O)C1CC1(C)c1ccccc1 (stereo not given)	-30.9	·	·	·	2.6	·	-1.5
COCC(C)n1c(SCC(=O)Nc2c(C)n(C)n(-c3ccccc3)c2=O)nc2ccccc2c1=O (stereo not given)	-3.6	2.6	-2.9	11.0	9.2	9.5	·
O=S(=O)(Cc1nnnn1-c1ccc(Br)cc1)c1ccc(F)cc1	-1.7	-0.5	·	-4.6	3.1	·	-1.0
CCCc1cc(=O)oc2cc(OCC(=O)N3C[C@H]4C[C@@H](C3)c3cccc(=O)n3C4)c(Cl)cc12	6.3	-5.0	-0.9	-2.8	·	·	0.0
C[C@@H]1CN([C@H](C)CO)C(=O)c2cc(NC(=O)CCN3CCOCC3)ccc2O[C@@H]1CN(C)C(=O)Nc1ccc2c(c1)OCO2	5.6	-1.3	-3.9	49.8*	·	·	0.5[16.7 µM]
CN(C)C(=O)C[C@H]1C=C[C@H](NC(=O)Nc2cccc(F)c2)[C@H](CO)O1	0.8	2.8	3.1	-0.1	-0.4	7.3	·
CNC(=S)Nc1ccc(Cc2ccncc2)cc1	·	-0.1	-15.3	-7.9	-18.0	17.7	-5.6
O=C(CN1C(=O)NC2(CCCCCCC2)C1=O)NC(=O)NCc1ccco1	-11.4	·	·	·	-0.3	-19.4	-5.2
CC(=O)Nc1ccc(S(=O)(=O)N2CCN(c3cc(C(F)(F)F)ccn3)CC2)cc1	-33.4	-2.6	14.3	-3.4	15.2	-9.5	·
Cc1c2cnn(CC(=O)Nc3c(F)c(F)cc(F)c3F)c(=O)c2c(C)n1Cc1ccc(F)cc1	5.9	1.5	-8.0	?	5.6	4.4	·
O=C(COC(=O)CCSc1ccccc1)NCc1ccc(F)cc1	-5.3	0.3	12.3	-0.7	1.4	-1.5	-2.6
C[C@H]1CN([C@@H](C)CO)C(=O)c2cc(NC(=O)c3ccncc3)ccc2O[C@H]1CN(C)Cc1ccc(Cl)c(Cl)c1	-18.0	-1.9	·	?	6.8	11.0	-8.0[16.7 µM]
Cc1ccc(S(=O)(=O)N2[C@@H](c3ccc(C(C)(C)C)cc3)C(C(=O)O)=CC[C@H]2c2cccs2)cc1	-3.5	-2.2	-27.6	2.1	9.2	-9.6	12.4
O=P(c1ccccc1)(c1ccccc1)C(O)c1ccco1 (stereo not given)	·	·	·	·	9.4	10.3	-4.0
CNc1nc(=S)[nH]c2ccccc12	20.2	-1.8	8.0	-2.7	-10.5	8.0	-2.4
O=C(Nc1nnc(-c2ccccc2)o1)c1cccc(N2C(=O)CCC2=O)c1	-5.9	·	·	·	16.8	-0.9	·
COc1ccccc1-c1cnc(C(O)c2cc(Cl)cc(Cl)c2)[nH]1 (stereo not given)	·	-1.5	6.1	19.1	3.7	4.4	7.3
O=C(NC(Nc1ccccn1)C(Cl)(Cl)Cl)c1ccccc1 (stereo not given)	1.6	·	1.8	4.1	5.6	-2.9	·
O=C(c1ccc(-c2nc3ccccc3s2)o1)N1CCN(c2ccccc2O)CC1	4.8	-3.8	-23.8	1.5	-35.4	-1.7	0.8
Cc1nc2ncnn2c(N2CCN(S(=O)(=O)c3ccc(Br)cc3)CC2)c1C	-1.0	0.2	20.4	-3.8	-8.9	9.2	·
C[C@H](CO)N1C[C@H](C)[C@@H](CN(C)C)OCCCC[C@H](C)Oc2ccc(NS(=O)(=O)c3ccc(Cl)cc3)cc2C1=O	5.2	2.7	-2.6	3.8	-7.6	·	-9.6[16.7 µM]
O=C(C[C@@H]1CC[C@@H](NS(=O)(=O)c2ccc(F)cc2)[C@@H](CO)O1)NCc1ccc(Cl)c(Cl)c1	-5.9	0.8	3.6	4.1	13.7	·	15.2[16.7 µM]
CC=Cc1ccc2n(c1=O)C[C@H]1[C@H](CO)[C@@H](C(=O)NCCC)[C@@H]2N1Cc1nccs1 (mixture of isomers)	10.3	1.7	0.0	?	·	·	-2.6[16.7 µM]
CCc1nc2c(OCc3cc(Cl)cc(Cl)c3)cccn2c1N(C)C(=O)Nc1ccccc1OC	-22.6	-0.4	8.4	17.5	30.6	-5.0	-2.4
O=C(CN1CCOCC1)Nc1scc2c1c(=O)oc1ccccc12	-1.6	-0.9	-14.2	-2.3	4.1	-10.0	-11.2
O=C(NCc1ccccc1)c1cc(C2COCCN2S(=O)(=O)c2ccccc2)on1 (stereo not given)	-3.7	-0.6	-5.5	-8.6	-15.8	-1.4	-6.8
CCOC(=O)c1cnc(SC)nc1N1CCCC1	19.2	-1.6	1.7	-0.6	-14.8	2.9	·
COCCNC(=O)C[C@@H]1CC[C@@H]2[C@H](COC[C@H](O)CN2C(=O)Nc2ccccc2OC)O1	-0.4	-1.2	·	-2.2	·	2.7	-0.8[16.7 µM]
CCC(=O)N1CCc2cc(S(=O)(=O)NCCC(=O)NCc3ccccc3OC)ccc21	·	2.6	-7.9	-2.1	11.7	-1.3	-9.6
COc1ccc(CCNC(=O)CSc2nnc3ccc(-c4cccnc4)nn23)cc1	21.6	2.8	1.6	-0.8	-18.3	-4.9	-7.5
CCOc1ccc(NC(=O)CSc2nc(NS(=O)(=O)c3ccc(C)cc3)cc(=O)[nH]2)cc1	10.2	0.7	10.5	-5.3	-1.3	-3.2	·
COCCN1C[C@@H](CO)O[C@@H](n2cnc3c(N4CCN(CCO)CC4)ncnc32)C1	13.7	-1.2	-26.6	-6.0	-24.4	-9.5	-1.7

Rows are unselected. Share with any hit: about 3.9%.
